Wnt bcat act = Wnt/beta-catenin pathway activators, primary screen, cell-based, plate reader, single point | Wnt/beta-catenin reporter cell assay, activator | activation, % at 9.35 µM | actives 1.2% (n = 300,000) | AID 743398, 2014; in the data active means activation above about 30%, passing the limit was not always enough;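 further: 0% = neutral control wells and 100% = positive control wells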
Tat transport = E. coli Tat export inhibitors, primary screen, MC4100, TorA-mCherry reporter, fluorescence, single point; actives 0.036% (n = 340,000); inhibition, % at 10 µM;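 active means mean replicate inhibition at least 50% and at least half of replicates individually reaching 50%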;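 further: exported cargo escapes ClpAP degradation while cytoplasmic cargo is degraded and loses fluorescence; 0% = median of neutral control wells and 100% = median of NaSCN control wells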
DAGLB inh = DAGLB lipase inhibitors, primary screen, biochemical, fluorescence, HTS. actives 0.059% (n = 340,000). HEK293T DAGLB membrane lysate, EnzChek fluorogenic substrate. Diacylglycerol lipase-beta (Homo sapiens), Q8NCG7. inhibition, % at 5.17 µM; in the data active means inhibition above about 34%;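 further: 0% = enzyme with vehicle and 100% = wells lacking enzyme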
Target sequence (Q8NCG7 whole entry, looked up): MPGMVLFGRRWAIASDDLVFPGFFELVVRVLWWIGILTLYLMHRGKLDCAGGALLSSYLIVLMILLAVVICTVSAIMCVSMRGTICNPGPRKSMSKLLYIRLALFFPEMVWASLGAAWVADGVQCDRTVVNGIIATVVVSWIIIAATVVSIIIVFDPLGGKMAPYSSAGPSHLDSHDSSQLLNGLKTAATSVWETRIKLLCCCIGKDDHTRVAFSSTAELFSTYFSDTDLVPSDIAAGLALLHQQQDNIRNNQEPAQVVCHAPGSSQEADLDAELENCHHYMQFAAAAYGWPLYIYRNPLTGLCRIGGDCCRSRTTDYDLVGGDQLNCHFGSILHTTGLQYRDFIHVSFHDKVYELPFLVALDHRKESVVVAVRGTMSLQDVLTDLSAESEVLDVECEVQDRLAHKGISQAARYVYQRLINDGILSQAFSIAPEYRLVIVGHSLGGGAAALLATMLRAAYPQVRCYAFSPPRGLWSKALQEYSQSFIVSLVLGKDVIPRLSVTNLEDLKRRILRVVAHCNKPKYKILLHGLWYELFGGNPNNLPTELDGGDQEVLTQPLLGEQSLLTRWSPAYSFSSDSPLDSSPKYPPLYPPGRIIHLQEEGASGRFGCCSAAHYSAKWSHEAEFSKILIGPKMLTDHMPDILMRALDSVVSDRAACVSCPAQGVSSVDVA
CAL PDZ inh = CAL PDZ peptide-binding inhibitors, primary screen, biochemical, fluorescence polarization, Cer-tagged CAL PDZ, HTS; Golgi-associated PDZ and coiled-coil motif-containing protein (Homo sapiens), Q9HD26; purified CAL PDZ, TMR-peptide fluorescence polarization, 1 h; inhibition, % at 20 µM; actives 0.02% (n = 330,000); AID 504414, 2011;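 active means highest replicate inhibition of at least 40%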;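 further: plate controls were DMSO neutral control wells for no effect and unlabeled competitor peptide control wells for full effect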
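System: purified tagged CAL PDZ domain construct (CerCALP). Schedule: 1 h incubation at room temperature before polarization reading. Medium: 25 mM sodium phosphate pH 7.4, 150 mM NaCl, TCEP, IgG, Thesit. Read-out: percent inhibition from loss of millipolarization. Measured by: FP readout, S and P plane fluorescence. Probe or stimulus: fluorescent TMR peptide probe.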
E coli growth = E. coli V3065 growth inhibition, primary screen, counter-screen for AddAB inhibitor project, absorbance, OD600; 18 h; inhibition, % at 11.9 µM; actives 0.27% (n = 330,000);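 active means inhibition above the campaign's mean inhibition across all tested compounds plus 3 SD, cut at about 9.9% in these data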;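 further: uninfected addAB+ strain grown without phage in ampicillin broth; 0% = DMSO wells and 100% = ciprofloxacin 0.95 µg/ml wells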
AddAB inh = growth inhibition of E. coli expressing H. pylori AddAB, primary screen, AddAB inhibitor project, absorbance. inhibition, % at 11.9 µM. AID 435030, 2010. actives 0.29% (n = 330,000); in the data active means inhibition above about 12%;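 further: 0% = vehicle wells of infected cells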
Rtt109 Vps75 = inhibitors of C. albicans Rtt109/Vps75 HAT, primary screen, biochemical, ThioGlo CoA-SH fluorescence, plate reader. Histone acetyltransferase RTT109 (Candida albicans (strain SC5314 / ATCC MYA-2876)), …. purified Rtt109/Vps75, 4 h. inhibition, % at 34.9 µM. actives 0.16% (n = 330,000);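 active means inhibition of at least 50% in every replicate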
Target sequence (Q5AAJ8 whole entry, looked up): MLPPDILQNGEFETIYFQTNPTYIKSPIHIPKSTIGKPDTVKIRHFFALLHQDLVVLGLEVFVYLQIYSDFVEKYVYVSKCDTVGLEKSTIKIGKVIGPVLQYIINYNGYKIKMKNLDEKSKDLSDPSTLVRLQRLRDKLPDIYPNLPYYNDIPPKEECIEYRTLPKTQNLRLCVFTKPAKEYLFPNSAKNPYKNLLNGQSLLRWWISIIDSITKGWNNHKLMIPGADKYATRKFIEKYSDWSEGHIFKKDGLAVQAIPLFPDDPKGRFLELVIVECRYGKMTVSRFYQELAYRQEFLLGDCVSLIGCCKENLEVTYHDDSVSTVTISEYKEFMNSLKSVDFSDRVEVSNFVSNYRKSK
PfHsp90 yeast 2 = growth inhibition of PfHsp90-expressing yeast, primary screen, antimalarial PfHsp90 inhibitor project, S. cerevisiae, BacTiter-Glo luminescence, single point, set 2; BacTiter-Glo ATP, 48 h; yeast lacking PDR1 and PDR3 efflux regulators; actives 0.32% (n = 310,000); inhibition, % at 9.4 µM;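 active means every replicate shows inhibition above about 80%, whatever the replicate mean, limit read from the data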;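 further: 0% = DMSO neutral controls and 100% = 20 µM radicicol positive controls; yeast relying on Plasmodium falciparum Hsp90 in place of its own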
phage Ecoli inh = growth loss of phage-infected E. coli, primary screen, RecBCD inhibitor project, absorbance, with phage, HTS. actives 0.26% (n = 360,000). inhibition, % at 11.9 µM. AID 651602, 2012; in the data active means inhibition above about 11%
PvdQ acylase = P. aeruginosa PvdQ acylase inhibitors, primary screen, biochemical, fluorescence, plate reader and imaging, single point; AID 488965, 2010; purified PvdQ acylase; PvdQ acylase [Pseudomonas aeruginosa LESB58]; inhibition, % at 10 µM; actives 0.063% (n = 340,000); in the data active means inhibition above about 30%, passing the limit was not always enough;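 further: 0% = vehicle neutral wells and 100% = reference inhibitor wells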
* marks the source's active call; other numbers are inactive results; . = no result given.

#	structure	Wnt bcat act	Tat transport	DAGLB inh	CAL PDZ inh	E coli growth
1	COc1ccc(C(O)c2coc3ccc(O)c(CN(C)C)c23)cc1 (stereo not given)	.	-3	-4	-2.6	-4.1
2	Cc1ccc(NC(=O)COC(=O)CCc2ccc(S(=O)(=O)N3CCOCC3)cc2)c(C)c1	-1	1	-1	0.3	3.4
3	CSCC(C)N1CCC(n2nccc2NC(=O)CCCc2ccccc2)CC1 (stereo not given)	1	-3	-3	-2.3	-0.8
4	CCOC(=O)CC[C@H](NC(=O)Cn1cnc2c(SC)nc(N)nc21)C(=O)OCC	1	-5	2	-0.1	0.9
5	COc1ccc(/C=C2\NC(=S)N(CC3CCCO3)C2=O)c(OC)c1 (stereo not given)	18	1	-3	0.6	-2.3
6	CC1C(=O)CC(c2ccccc2)NC1c1ccccc1 (stereo not given)	2	-1	-2	-3.2	2.5
7	O=C(CO)N/N=C/c1ccccc1F	4	2	-2	-0.8	2.4
8	CCOC(=O)N1CCN(C(=O)Cn2cc3c(n2)CCCC3)CC1	.	-2	-1	-0.6	-0.3
9	CCCC(=O)OCCNc1cc(SCc2ccco2)c2nonc2c1[N+](=O)[O-]	-4	11	6	-2.2	-2.2
10	CCCC1CCc2c(c3ccccc3[nH]c2=O)O1 (stereo not given)	.	-1	1	-0.4	0.7
11	CN(Cc1ccc(F)cc1)C(=O)CN1C(=O)c2ccccc2S1(=O)=O	-5	7	3	-0.1	-0.2
12	COc1ccc(NC(=O)c2sc3ncnc(N4CCN(c5ccccn5)CC4)c3c2C)cc1Cl	-2	5	-1	0.0	0.5
13	CC(NC(=O)c1cccc(S(=O)(=O)N2CCN(Cc3ccccc3)CC2)c1)c1ccc(Cl)cc1 (stereo not given)	0	2	-7	-1.1	.
14	O=C1c2ccc(-c3ccc(F)cc3OCc3ccccc3)cc2S(=O)(=O)c2cccc(C(=O)N3CCCC3)c21	.	-4	2	0.2	-2.0
15	c1ccc2sc(-c3ccncc3)nc2c1	42*	-2	-4	-0.6	2.8

#	AddAB inh	Rtt109 Vps75	PfHsp90 yeast 2	phage Ecoli inh	PvdQ acylase
1	0.6	-1	-2	-0.3	-9
2	3.3	-4	-9	2.0	-8
3	2.4	0	0	-0.2	-17
4	1.7	-6	-12	4.1	-2
5	0.3	4	-1	-0.6	11
6	3.0	6	-5	0.3	-4
7	3.0	-23	-7	0.2	-6
8	2.2	1	-5	2.4	-6
9	-2.4	14	-15	1.3	12
10	1.1	-21	-38	1.2	-5
11	2.5	2	13	2.6	-12
12	1.0	0	103*	3.3	-4
13	.	6	.	5.5	2
14	1.1	-10	-3	.	-1
15	2.0	-1	-30	2.8	-12

More entries.
#	structure	Wnt bcat act	Tat transport	DAGLB inh	CAL PDZ inh	E coli growth
16	CCOC(=O)c1c(C)sc2c1N(C(=O)CN(CC)CC)c1ccccc1S2	.	0	-5	-1.9	-1.6
17	COc1ccc(-n2c(=O)c3ccccc3n(CC(=O)Nc3cccc(OC)c3)c2=O)cc1	-5	-8	-7	-0.2	-0.3
18	COc1ccc(OC)c(NC(=O)CSc2nc(O)cc(=O)n2CC(C)C)c1	-2	-5	2	-0.6	-5.0
19	COC(=O)c1ccccc1NC(=O)CSc1ccccn1	-8	0	-1	0.1	-1.8
20	COc1cccc(/C=N/NC(=O)CCn2cnc3ccccc32)c1	-2	-5	-1	-1.1	-0.4
21	COc1ccccc1N1CCN(C(=O)C(C)N(c2ccc(C)cc2)S(C)(=O)=O)CC1 (stereo not given)	.	0	0	-1.0	-2.4
22	COCCN(Cc1cc2ccc(C)cc2n2nnnc12)Cc1nnnn1C(C)(C)C	.	-11	-2	-0.7	-1.3
23	Cc1ccccc1Cn1c2ccccc2c2cnn(CC(=O)N3CCN(c4ccccc4)CC3)c(=O)c21	0	2	1	-0.2	.
24	O=C(NNS(=O)(=O)c1ccccc1F)c1cccc(S(=O)(=O)N2CCOCC2)c1	-5	3	-1	-2.3	1.0
25	CCc1ccc(CN2CCN(c3ncccn3)CC2)cc1	0	-9	-13	.	-2.1
26	CC(=O)N1CCN(c2ccc(NC(=O)c3ccccc3Cl)cc2)CC1	0	5	-2	0.3	-2.8
27	C=CCOc1ccc(Br)cc1/C=C1\NC(=S)N(C(C)=O)C1=O	2	-6	8	-1.4	2.6
28	COC(=O)C1C2C=CC3(CN(C(C)C)C(=O)C13)O2 (stereo not given)	-4	0	1	0.1	1.7
29	COC(=O)c1ccc(CNC(=O)c2ccc(S(=O)(=O)N3CCCC(C)C3)cc2)cc1 (stereo not given)	0	0	3	-0.3	0.2
30	CC(C)(C)[C@H]1C=C(C(=O)NCc2ccccc2)O[C@@H](OCc2ccc(CO)cc2)C1	-2	7	-1	0.4	2.2

#	AddAB inh	Rtt109 Vps75	PfHsp90 yeast 2	phage Ecoli inh	PvdQ acylase
16	3.3	.	-2	0.8	-18
17	2.2	-12	-15	1.8	-5
18	-1.0	8	.	-1.8	-15
19	-0.7	2	20	1.4	-16
20	0.8	12	-1	2.3	-8
21	1.9	-3	0	2.4	8
22	2.7	-5	16	1.3	-13
23	.	3	13	0.3	-9
24	0.7	36	16	3.8	-1
25	4.0	-9	1	-1.5	-10
26	0.8	2	7	-1.1	7
27	3.5	9	13	0.1	6
28	1.9	-2	19	3.3	-3
29	3.8	5	.	-1.5	-11
30	1.9	1	-7	1.0	2

(list continues)
#	structure	Wnt bcat act	Tat transport	DAGLB inh	CAL PDZ inh	E coli growth
31	O=C(NCc1ccco1)C1CCN(C(=O)c2ccc(Cl)cc2Cl)CC1	-3	-7	3	-1.1	-0.6
32	Cc1noc(C)c1NC(=O)N(C)C[C@H]1Oc2ccc(NC(=O)Cc3ccccc3)cc2C(=O)N([C@H](C)CO)C[C@@H]1C	-1	-7	-3	0.5	-1.0
33	O=C(O)Cc1ccc(NC(=O)c2cccc(NC(=O)c3ccco3)c2)cc1	0	1	-2	0.7	0.5
34	Nc1ccc(S(=O)(=O)Nc2nccc(/C=C/c3ccc(Cl)cc3)n2)cc1	1	0	6	-4.4	-1.4
35	CCCC1S/C(=N/N=C/c2ccco2)NC1=O (stereo not given)	5	6	0	-0.6	0.2
36	COc1ccc(C(=O)C[N+]2(C)CCOCC2)cc1	-2	0	4	-2.5	-3.5
37	O=C(CCN1CCN(c2ccccc2)CC1)Nc1cccc(Br)c1	-2	-4	0	-1.2	3.1
38	O=C(Cc1ccccc1)N1CCCC(c2nc(-c3ccc(S(=O)(=O)N4CCCC4)cc3)no2)C1 (stereo not given)	-6	1	1	-3.6	-2.0
39	O=C(c1ccccc1F)N1CCN(C(=O)C2CC2)CC1	0	-13	0	-3.5	-1.2
40	COc1ccc(CNC(=S)Nc2cccc(Cl)c2)cc1	7	.	.	.	1.1
41	O=C1C2(CCCC13COC(c1ccc(O)cc1)OC3)COC(c1ccc(O)cc1)OC2 (stereo not given)	1	.	.	.	0.4
42	O=C(Nc1cc(Cl)ccc1F)c1ccc(-n2cncn2)c([N+](=O)[O-])c1	-3	-1	-3	-1.1	0.9
43	OCC[C@H]1C[C@H](O)[C@@H](O)[C@]2(CCc3ccccc3O2)O1	-3	-8	-1	-0.1	-0.8
44	Cc1csc2ncc(C(=O)NCc3ccccc3Cl)c(=O)n12	-4	-5	-1	-1.4	-1.0
45	CCOC(=O)N1CCC(NC(=O)CC2C(=O)NCCN2Cc2ccccc2F)CC1 (stereo not given)	1	-1	1	-0.9	1.3

#	AddAB inh	Rtt109 Vps75	PfHsp90 yeast 2	phage Ecoli inh	PvdQ acylase
31	0.7	-5	-34	1.6	-8
32	4.9	6	7	0.9	7
33	0.7	6	-4	4.3	2
34	0.8	5	-21	-0.7	-10
35	2.5	-1	7	2.2	2
36	-1.4	2	-3	0.9	-27
37	-0.2	-1	14	0.6	-10
38	0.3	-2	.	1.8	-9
39	-1.3	3	-21	0.5	-14
40	4.6	.	.	5.0	.
41	0.4	.	.	2.7	.
42	1.6	8	.	3.3	-5
43	1.1	9	12	-1.7	-3
44	0.5	5	-9	1.1	3
45	2.5	9	20	-0.2	-11

Copied from above, compounds 34 to 41
#	structure	Wnt bcat act	Tat transport	DAGLB inh	CAL PDZ inh	E coli growth
34	Nc1ccc(S(=O)(=O)Nc2nccc(/C=C/c3ccc(Cl)cc3)n2)cc1	1	0	6	-4.4	-1.4
35	CCCC1S/C(=N/N=C/c2ccco2)NC1=O (stereo not given)	5	6	0	-0.6	0.2
36	COc1ccc(C(=O)C[N+]2(C)CCOCC2)cc1	-2	0	4	-2.5	-3.5
37	O=C(CCN1CCN(c2ccccc2)CC1)Nc1cccc(Br)c1	-2	-4	0	-1.2	3.1
38	O=C(Cc1ccccc1)N1CCCC(c2nc(-c3ccc(S(=O)(=O)N4CCCC4)cc3)no2)C1 (stereo not given)	-6	1	1	-3.6	-2.0
39	O=C(c1ccccc1F)N1CCN(C(=O)C2CC2)CC1	0	-13	0	-3.5	-1.2
40	COc1ccc(CNC(=S)Nc2cccc(Cl)c2)cc1	7	.	.	.	1.1
41	O=C1C2(CCCC13COC(c1ccc(O)cc1)OC3)COC(c1ccc(O)cc1)OC2 (stereo not given)	1	.	.	.	0.4

#	AddAB inh	Rtt109 Vps75	PfHsp90 yeast 2	phage Ecoli inh	PvdQ acylase
34	0.8	5	-21	-0.7	-10
35	2.5	-1	7	2.2	2
36	-1.4	2	-3	0.9	-27
37	-0.2	-1	14	0.6	-10
38	0.3	-2	.	1.8	-9
39	-1.3	3	-21	0.5	-14
40	4.6	.	.	5.0	.
41	0.4	.	.	2.7	.

(listing goes on)
#	structure	Wnt bcat act	Tat transport	DAGLB inh	CAL PDZ inh	E coli growth
46	O=C(CSCSCC(=O)Nc1ccc2c(c1)OCO2)Nc1ccc2c(c1)OCO2	.	-5	1	-0.2	1.7
47	O=C(c1ccc(CS(=O)(=O)c2ccc(Br)cc2)o1)N1CCCCCC1	-4	12	0	-0.5	0.8
48	Cc1ccc(SCC(=O)c2cc(C)c(O)c(C)c2)cc1	2	3	-11	-1.4	-4.8
49	CC(C)OC(=O)/C(=C/c1ccco1)c1ccccc1	1	-2	-2	-4.1	-1.8

#	AddAB inh	Rtt109 Vps75	PfHsp90 yeast 2	phage Ecoli inh	PvdQ acylase
46	1.7	-2	3	1.8	-4
47	1.2	-1	39	1.2	-27
48	1.6	-4	29	1.2	2
49	-1.0	0	6	2.1	-8

Bioassay records: PubChem, several laboratories
